Assay outcomes as filed in PubChem BioAssay.
CAL PDZ FP-1: CAL PDZ peptide-binding inhibitors, primary screen, biochemical, fluorescence polarization, Cer-tagged CAL PDZ, HTS. Golgi-associated PDZ and coiled-coil motif-containing protein (Homo sapiens), Q9HD26. AID 504414, 2011. purified CAL PDZ, TMR-peptide fluorescence polarization, 1 h. inhibition, % at 20 µM. actives 0.02% (n = 330,000);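 active = highest replicate inhibition of at least 40%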;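 also: plate controls were DMSO neutral control wells for no effect and unlabeled competitor peptide control wells for full effect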
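material = purified tagged CAL PDZ domain construct (CerCALP) | buffer or medium = sodium phosphate/NaCl buffer pH 7.4 with TCEP, IgG, Thesit | reagent = TMR-labelled reporter peptide T*-PRC34 bound in PDZ groove | incubation = 1 h room-temperature incubation prior to read | measured by = fluorescence polarization (mP) | evaluation = percent inhibition from loss of millipolarization | control set = unlabelled peptide and DMSO controls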
NSD2 HMT inh: NSD2 histone methyltransferase inhibitors, primary screen, biochemical, AlphaScreen, single concentration, set 2. NSD2 peptide methylation, 120 min. actives 0.54% (n = 310,000). inhibition, % at 12.5 µM. Histone-lysine N-methyltransferase NSD2 (Homo sapiens), O96028; in the data active = inhibition above about 50%
SR-BI HDL uptake: inhibitors of SR-BI mediated HDL lipid uptake, primary screen, ldlA[mSR-BI] cells, fluorescence, single point; ldlA[mSR-BI] CHO cells, DiI-HDL uptake fluorescence, 3 h; inhibition, % at 12.5 µM; actives 0.96% (n = 320,000); AID 488896, 2010;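 active = mean replicate inhibition of at least 70% and a set share of replicates each scoring 70 or more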;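 also: 0% = median of neutral control wells and 100% = median of positive control wells; values of inactives mirror those of a sister screen read the other way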
SR-BI uptake up: activators of SR-BI mediated DiI-HDL uptake, primary screen, ldlA[mSR-BI] CHO cells, DiI fluorescence | 3 h; 100 = double the neutral-control signal | activation, % at 12.5 µM | actives 0.096% (n = 320,000);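 active = mean replicate activation of at least 60% and every replicate at or above 60%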;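 also: 0% = median plate neutral-control signal and 100% = twice that signal; values of inactives mirror those of a sister screen read the other way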
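Test system: SR-BI-overexpressing, LDLR-lacking CHO cells. Measured by: DiI fluorescence, bottom read. Medium: Ham's F12 with 0.5% BSA, HEPES 25 mM, pH 7.4. Timing: 3 h uptake period with compound, 37 °C.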
dFosB act: activators of delta FosB homodimer, primary screen, biochemical, fluorescence polarization, TAMRA-CDK5 oligo, single point. actives 0.99% (n = 340,000). activation, % at 25 µM. purified delta FosB; percent of positive-control signal above neutral wells. AID 493131, 2011. Protein FosB (Mus musculus), P13346;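 active = mean activation above about 17%, with every replicate also reaching it, limit read from the data, passing the limit was not always enough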;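 also: fluorescence polarization rise as delta FosB binds a TAMRA Cdk5 AP-1 oligo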
PvdQ acylase: P. aeruginosa PvdQ acylase inhibitors, primary screen, biochemical, fluorescence, plate reader and imaging, single point. PvdQ acylase [Pseudomonas aeruginosa LESB58]. purified PvdQ acylase. inhibition, % at 10 µM. actives 0.063% (n = 340,000). AID 488965, 2010; in the data active = inhibition above about 30%, passing the limit was not always enough;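 also: 0% = vehicle neutral wells and 100% = reference inhibitor wells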
Rtt109 Vps75: inhibitors of C. albicans Rtt109/Vps75 HAT, primary screen, biochemical, ThioGlo CoA-SH fluorescence, plate reader | Histone acetyltransferase RTT109 (Candida albicans (strain SC5314 / ATCC MYA-2876)), … | purified Rtt109/Vps75, 4 h | inhibition, % at 34.9 µM | actives 0.16% (n = 330,000);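 active = inhibition of at least 50% in every replicate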
CAL PDZ FP-2: untagged CAL PDZ binding inhibitors, primary screen, biochemical, fluorescence polarization, HTS. purified CAL PDZ, TMR-peptide fluorescence polarization, 1 h. inhibition, % at 24.9 µM. actives 0.92% (n = 300,000). AID 602252, 2012;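 active = mean inhibition of at least 30% with at least half of replicates also reaching 30%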;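 also: 0% = DMSO neutral control and 100% = excess unlabeled competitor peptide PRC23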
MITF act: activators of MITF-driven TRPM1 promoter reporter, primary screen, cell-based, SK-MEL-5, luciferase, single point. SK-MEL-5 TRPM1-promoter luciferase, 24 h; % of positive control, neutral wells = 0. activation, % at 12.5 µM. actives 0.75% (n = 300,000). AID 588334, 2011;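 active = mean activation of at least 80% with every replicate also reaching 80%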;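 also: 0% = neutral control wells and 100% = parthenolide positive control wells; values of inactives mirror those of a sister screen read the other way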
PfHsp90 yeast 2: growth inhibition of PfHsp90-expressing yeast, primary screen, antimalarial PfHsp90 inhibitor project, S. cerevisiae, BacTiter-Glo luminescence, single point, set 2; actives 0.32% (n = 310,000); inhibition, % at 9.4 µM; BacTiter-Glo ATP, 48 h; yeast lacking PDR1 and PDR3 efflux regulators; AID 504621, 2011;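 active = every replicate shows inhibition above about 80%, whatever the replicate mean, limit read from the data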;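 also: 0% = DMSO neutral controls and 100% = 20 µM radicicol positive controls; yeast relying on Plasmodium falciparum Hsp90 in place of its own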
An asterisk follows results filed as active; . = no result given.

SMILES | CAL PDZ FP-1 | NSD2 HMT inh | SR-BI HDL uptake | SR-BI uptake up | dFosB act | PvdQ acylase | Rtt109 Vps75 | CAL PDZ FP-2 | MITF act | PfHsp90 yeast 2
COC(=O)C1=C(C)Nc2c(c(=O)n(C)c(=O)n2C)C1c1ccc(C)cc1 (stereo unspecified) | -0.9 | -3 | -3 | 3 | 6 | 7 | 4 | 5 | 1 | -9
CS(=O)(=O)N(CC(=O)NCc1ccccn1)c1ccc2c(c1)OCCO2 | -0.4 | -8 | -19 | 19 | -4 | -10 | 4 | -1 | -1 | 11
CN1CCN(C2=Nc3c(Cl)cc(Cl)c4cccc2c34)CC1 | -1.2 | 33 | 13 | -13 | 20* | 1 | 6 | . | 12 | 11
CCCCNC(=O)COC(=O)c1ccc(F)cc1Cl | -0.3 | -4 | -12 | 12 | -2 | 6 | -1 | . | 13 | 6
CSCCC(NS(=O)(=O)c1ccc(Cl)cc1)C(=O)OCC(=O)N1CCCc2ccccc21 (stereo unspecified) | -1.0 | 4 | 49 | -49 | -13 | 0 | 4 | -1 | -3 | -3
CCOc1ccc(S(=O)(=O)NCCC(=O)NC(C)CCc2ccccc2)cc1 (stereo unspecified) | -2.5 | 1 | 11 | -11 | -5 | -2 | -5 | -6 | -1 | 1
Cc1cccc(-c2csc(N)c2C(=O)OC(C)C)c1 | -0.2 | 7 | 17 | -17 | -7 | -5 | -5 | -2 | 7 | -75
COc1cccc(NC(=O)Cn2c(CCC(=O)O)ccc2-c2ccccc2)c1 | -0.9 | 2 | 1 | -1 | -8 | -6 | -38 | 2 | 1 | 16
O=C(NCC1COc2ccccc2O1)C1C2C=CC3(CN(Cc4cccs4)C(=O)C13)O2 (stereo unspecified) | -1.2 | -1 | -7 | 7 | -8 | -2 | 7 | 3 | . | .
COc1ccc(C(=O)C2CCN(CC(=O)NCc3ccccc3)CC2)cc1 | -1.3 | 0 | . | . | -6 | -4 | 0 | -5 | -9 | -10
CCCCn1nc(NC(=O)COC)c2cc3cc(OC)ccc3nc21 | 0.2 | 0 | 33 | -33 | 0 | -4 | -9 | -5 | 12 | -6
CCC(C)[C@H]1CNC(=S)N1CCc1cccc2ccccc12 (stereo partly specified) | -0.6 | . | 0 | 0 | -9 | -11 | -13 | 2 | -1 | .
COC(=O)c1cc2c(ccn2-c2ccc(F)cc2)n1Cc1ccc(C#N)cc1 | -0.4 | -1 | 78* | -78 | -7 | -10 | 3 | -2 | 14 | -23
COc1ccc(C(C)=O)cc1COC(=O)CCC(=O)N(CC(C)C)c1c(N)n(CC(C)C)c(=O)[nH]c1=O | -3.0 | 0 | 31 | -31 | -1 | 2 | 4 | -2 | -6 | -11
O=S(=O)(NCc1cccnc1)c1ccc(Cl)nc1 | -0.6 | 1 | -11 | 11 | -2 | 15 | 0 | -1 | -6 | -17
Cc1cccc(CCNS(=O)(=O)c2ccc3c(c2)NC(=O)CO3)c1 | -0.6 | -2 | -7 | 7 | -8 | -5 | -8 | -7 | 7 | 8
C=CCN1C(=O)C(CC(=O)Nc2ccccc2)SC1=Nc1ccc(S(N)(=O)=O)cc1 (stereo unspecified) | . | -5 | 13 | -13 | 0 | -14 | -4 | -2 | -6 | -1
Cc1ccc(NC(=O)CCC2CC(C)(C)OC2=O)cc1 (stereo unspecified) | 0.1 | -2 | 2 | -2 | -4 | -16 | 0 | -6 | 4 | 18
COc1cc(C(=O)Nc2ccc(C(F)(F)F)cc2)ccc1OCC(=O)N1CCOCC1 | -2.9 | 0 | 45 | -45 | -19 | -9 | 2 | -3 | 28 | .
OCCN(Cc1ccccc1)Cc1cccc(C(F)(F)F)c1 | -0.9 | -4 | -3 | 3 | 0 | 0 | -10 | -4 | 1 | -6
C=CC[C@@H](CC(=O)N(CCO)Cc1ccccc1)C(=O)NC[C@@H](OC(=O)[C@@H](CC=C)CC(=O)OC(C)(C)C)c1ccccc1 | 0.5 | . | 1 | -1 | 7 | -1 | 1 | -2 | -3 | -3
COc1ccc(Br)c(C(=O)OCC(=O)NC2CC2)c1 | -0.7 | 1 | -7 | 7 | 3 | -9 | 2 | -2 | 3 | -8
COc1ccc(N(CC(=O)NCCC(C)C)C(=O)c2snc(C(=O)NC3CCCCC3)c2N)c(OC)c1 | -2.3 | 1 | . | . | 1 | -12 | 11 | 5 | -15 | -10
COc1cc(/C=C/C(=O)NCCc2ccc(S(N)(=O)=O)cc2)ccc1OCC#N | -2.0 | 2 | . | . | -2 | 9 | 28 | 0 | -10 | -5
CC(=O)c1sc(NC(=O)CS(=O)(=O)c2ccccc2)nc1C | -1.7 | 0 | -22 | 22 | -12 | -6 | -15 | -1 | 4 | -8
NC(=O)C1(Nc2ccc(-c3ccccc3)cc2)CCCC1 | 0.5 | 0 | 1 | -1 | -9 | -17 | 1 | 3 | 5 | 19
Cc1ccc(C2(CC(=O)O)CCOC(C)(C)C2)cc1 (stereo unspecified) | 0.3 | -1 | -8 | 8 | 2 | -1 | 0 | -1 | -6 | .
CCOc1ccc(CN2CCNC(=O)C2CC(=O)NCCN2CCOC2=O)cc1 (stereo unspecified) | -3.2 | 11 | -9 | 9 | -3 | 0 | 5 | 0 | 11 | -4
CCN(CC)CCOC(=O)c1ccc(NC(=O)CCNC(=O)Cn2ccc3ccccc3c2=O)cc1 | . | 6 | 5 | -5 | -1 | -11 | 8 | -3 | -1 | 11
COc1ccc(NC(=S)NCCc2c[nH]c3ccccc23)c(OC)c1 | -1.8 | 1 | 0 | 0 | 0 | -9 | 1 | -3 | 14 | -15
Cc1ccc(CNC(=O)C(=O)Nc2nccs2)cc1 | -0.5 | -3 | 16 | -16 | -6 | -4 | -6 | 3 | -11 | -16
COc1ccccc1-c1cc(C(F)(F)F)nc(N2CCN(c3ccc(F)cc3)CC2)n1 | -0.4 | -1 | 24 | -24 | -4 | 7 | 2 | 2 | . | .
O=C(NCCN1CCN(c2ccccc2)CC1)Nc1cccc(Br)c1 | . | 9 | 10 | -10 | -4 | 7 | 4 | 2 | 4 | 8
CCOC(=O)C(CC)/C(C)=N/NC(=O)c1ccccc1[N+](=O)[O-] (stereo unspecified) | -1.4 | . | 18 | -18 | 2 | 1 | . | -3 | -11 | -12
COc1ccc(Nc2nc(C)cc(=O)[nH]2)c(OC)c1 | -2.2 | 4 | -24 | 24 | -1 | 9 | 15 | -2 | 1 | -5
CN(C)CCCNC(=O)C[C@H]1C[C@H](C(=O)N2CCOCC2)[C@@]2(C)c3[nH]c4cc(-c5ccco5)ccc4c3CCN2C1=O | 0.4 | . | -2 | 2 | -6 | -11 | 7 | 0 | 22 | 19
CCOC(=O)c1c(S(=O)(=O)NCC(=O)NCc2ccccc2)c(C)n(C)c1C | -1.4 | . | -13 | 13 | -3 | 0 | -4 | -2 | 1 | 21
CCc1nnc(NC(=O)CSc2nnc(CNc3cccc(C)c3)n2-c2ccccc2)s1 | -0.5 | -2 | 2 | -2 | -6 | -4 | -2 | 0 | . | .
Cc1cccc(Oc2ccc(C(=O)NC3CCSC3=O)cn2)c1C (stereo unspecified) | -1.9 | -2 | 19 | -19 | 0 | -13 | 2 | -1 | -15 | 40
O=C(CCCN1C(=O)/C(=C\c2cccs2)SC1=S)NNC(=O)c1cccnc1 | -1.0 | -1 | 12 | -12 | -4 | -12 | -2 | . | -3 | -22
Cc1nn(C(C)C(=O)N2CCCCC2)c(=O)c2c1sc1ccccc12 (stereo unspecified) | -0.1 | 7 | -21 | 21 | 4 | -6 | 5 | -7 | 3 | -9

Structural class, those above with four or more nitrogen atoms (11)
SMILES | CAL PDZ FP-1 | NSD2 HMT inh | SR-BI HDL uptake | SR-BI uptake up | dFosB act | PvdQ acylase | Rtt109 Vps75 | CAL PDZ FP-2 | MITF act | PfHsp90 yeast 2
CCCCn1nc(NC(=O)COC)c2cc3cc(OC)ccc3nc21 | 0.2 | 0 | 33 | -33 | 0 | -4 | -9 | -5 | 12 | -6
COc1ccc(C(C)=O)cc1COC(=O)CCC(=O)N(CC(C)C)c1c(N)n(CC(C)C)c(=O)[nH]c1=O | -3.0 | 0 | 31 | -31 | -1 | 2 | 4 | -2 | -6 | -11
C=CCN1C(=O)C(CC(=O)Nc2ccccc2)SC1=Nc1ccc(S(N)(=O)=O)cc1 (stereo unspecified) | . | -5 | 13 | -13 | 0 | -14 | -4 | -2 | -6 | -1
COc1ccc(N(CC(=O)NCCC(C)C)C(=O)c2snc(C(=O)NC3CCCCC3)c2N)c(OC)c1 | -2.3 | 1 | . | . | 1 | -12 | 11 | 5 | -15 | -10
CCOc1ccc(CN2CCNC(=O)C2CC(=O)NCCN2CCOC2=O)cc1 (stereo unspecified) | -3.2 | 11 | -9 | 9 | -3 | 0 | 5 | 0 | 11 | -4
CCN(CC)CCOC(=O)c1ccc(NC(=O)CCNC(=O)Cn2ccc3ccccc3c2=O)cc1 | . | 6 | 5 | -5 | -1 | -11 | 8 | -3 | -1 | 11
COc1ccccc1-c1cc(C(F)(F)F)nc(N2CCN(c3ccc(F)cc3)CC2)n1 | -0.4 | -1 | 24 | -24 | -4 | 7 | 2 | 2 | . | .
O=C(NCCN1CCN(c2ccccc2)CC1)Nc1cccc(Br)c1 | . | 9 | 10 | -10 | -4 | 7 | 4 | 2 | 4 | 8
CN(C)CCCNC(=O)C[C@H]1C[C@H](C(=O)N2CCOCC2)[C@@]2(C)c3[nH]c4cc(-c5ccco5)ccc4c3CCN2C1=O | 0.4 | . | -2 | 2 | -6 | -11 | 7 | 0 | 22 | 19
CCc1nnc(NC(=O)CSc2nnc(CNc3cccc(C)c3)n2-c2ccccc2)s1 | -0.5 | -2 | 2 | -2 | -6 | -4 | -2 | 0 | . | .
O=C(CCCN1C(=O)/C(=C\c2cccs2)SC1=S)NNC(=O)c1cccnc1 | -1.0 | -1 | 12 | -12 | -4 | -12 | -2 | . | -3 | -22
